Bioassay records as filed in PubChem BioAssay.
HTRA1 inhibitor = HTRA1 (human) protease inhibition; Q92743; recombinant HTRA1, FP-rhodamine activity-based probe, fluorescence polarization; inhibition, % at 5.96 µM; 340,000 tested, 0.5% active; in the data active means inhibition above about 36%;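 further: 0% = enzyme with DMSO and 100% = wells lacking enzyme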
SIAE inh = human SIAE inhibition, primary screen; inhibition, % at 9.66 µM; SIAE FP-Rh probe binding, fluorescence polarization; Q9HAT2; 370,000 tested, 0.69% active;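 active means inhibition above a cutoff: mean of compounds within the control limits plus 3 SD of those, cut at about 17% in these data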;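 further: 0% = plate median of compound wells and 100% = probe without SIAE protein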
TDP2 absorb = blocks human TDP2 phosphodiesterase activity. inhibition, % at 12.8 µM. O95551. recombinant TDP2, T5PNP hydrolysis, p-nitrophenol absorbance 415 nm. 370,000 tested, 0.34% active;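 active means inhibition above the mean of all tested compounds plus 3 SD, set per campaign, cut at about 25% in these data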;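 further: 0% = DMSO with enzyme and 100% = buffer with substrate but no TDP2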
Target sequence (O95551 whole entry, looked up): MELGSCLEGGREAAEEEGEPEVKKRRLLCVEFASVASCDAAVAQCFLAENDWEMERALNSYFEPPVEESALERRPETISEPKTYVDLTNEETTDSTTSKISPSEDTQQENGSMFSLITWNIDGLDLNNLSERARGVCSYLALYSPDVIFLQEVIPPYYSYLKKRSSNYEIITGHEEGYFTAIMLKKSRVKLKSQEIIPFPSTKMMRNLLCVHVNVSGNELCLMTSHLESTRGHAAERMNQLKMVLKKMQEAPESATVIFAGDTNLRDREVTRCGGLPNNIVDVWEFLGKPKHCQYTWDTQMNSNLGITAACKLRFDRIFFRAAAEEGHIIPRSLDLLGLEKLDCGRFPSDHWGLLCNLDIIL
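Assay system: recombinant human TDP2 / Reagent: T5PNP substrate at 5 mM, a TopII-DNA adduct mimic / Measured by: epi absorbance from released p-nitrophenol / Evaluation: % inhibition relative to enzyme-containing and enzyme-free wells / Control set: enzyme-free and DMSO wells / Replicates: each compound tested once, singlicate / Schedule: enzyme reaction with compound for 2 h at 37 °C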
TCR-CD3 inh = blocks the human TCR-CD3 interaction; TAMRA-labeled TCR probe fluorescence, biochemical; inhibition, % at 9.4 µM; 360,000 tested, 0.37% active; AID 651800; in the data active means inhibition above about 19%;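 further: recombinant mutant TCR 2C K166C tagged with TAMRA read by polarization; 0% = receptor in buffer alone and 100% = receptor with positive control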
PG9 Ab binder = PG9 antibody binding by small molecule; AID 624416; 360,000 tested, 0.43% active; TR-FRET gp120-PG9 antibody binding; inhibition, % at 6.7 µM; in the data active means inhibition above about 8.5%
LEDGF integ inh = blocks HIV-1 LEDGF/p75-dependent DNA integration | TR-FRET IN-LEDGF/p75 DNA integration, Eu/Cy5 | inhibition, % at 3.7 µM | 370,000 tested, 0.64% active | AID 743269;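 active means inhibition above the screen-wide mean plus 3 SD, cut at about 13% in these data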;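 further: signal is the Cy5 over europium emission ratio at 671 and 618 nm; 0% = plate median of compound wells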
PRMT1 inh = PRMT1 (human) inhibition, primary screen; recombinant PRMT1, activity-based probe fluorescence polarization; inhibition, % at 2.79 µM; 370,000 tested, 1.3% active; Q99873;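 active means inhibition above about 21% made by adding two undisclosed values, limit read from the data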
Target sequence (Q99873 whole entry, looked up): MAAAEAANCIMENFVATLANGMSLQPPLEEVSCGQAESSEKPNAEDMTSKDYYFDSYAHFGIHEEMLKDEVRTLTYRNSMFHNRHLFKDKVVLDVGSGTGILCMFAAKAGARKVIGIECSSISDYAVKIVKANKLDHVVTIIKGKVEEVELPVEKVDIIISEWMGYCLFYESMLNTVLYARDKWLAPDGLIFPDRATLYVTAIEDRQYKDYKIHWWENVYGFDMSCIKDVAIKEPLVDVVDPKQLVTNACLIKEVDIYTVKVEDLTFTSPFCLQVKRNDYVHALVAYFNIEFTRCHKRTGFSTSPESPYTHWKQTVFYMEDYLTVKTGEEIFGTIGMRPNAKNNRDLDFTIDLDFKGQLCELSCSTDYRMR
rCAG RNA binder = r(CAG) repeat RNA binding; TO-PRO-1 dye displacement fluorescence; inhibition, % at 3 µM; 370,000 tested, 1.3% active;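 active means inhibition above the plate cutoff, the mean of all test compounds on that plate plus 3 SD, cut at about 35% in these data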;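 further: 0% = DMSO alone and 100% = 100 µM mitoxantrone as full dye displacement; higher means more dye released from RNA so lower well fluorescence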
NR1D1 modulator = modulators of human Rev-erb alpha DNA binding | Rev-erbα–FITC-DNA binding, fluorescence polarization, 90 min | activity, % at 10 µM | 370,000 tested, 0.79% active | AID 1259318;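 active means activity above about 14%, limit read from the data; passing the limit was not always enough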;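 further: 0% = DMSO wells with 35 nM protein and 100% = DMSO wells with 750 nM protein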
ABHD4 inh = inhibitors of mouse ABHD4. inhibition, % at 8.92 µM. 370,000 tested, 0.54% active. AID 720543. Q8VD66. purified mABHD4, FP-Rh probe fluorescence polarization;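 active means inhibition exceeding the mean over every tested compound plus 3 SD, cut at about 30% in these data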;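 further: 0% = plate median of compound wells and 100% = S159A mutant with DMSO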
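Assay system: mABHD4 protein; medium: HEPES pH 7.0, NaCl, Pluronic buffer; dosing: 8.92 µM, single dose; schedule: 45 min + 60 min at 25 °C; signal: FP readout, ex 525 nm / em 598 nm; read-out: normalized percent inhibition of probe labeling; repeats: single replicate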
The depositor's hits bear a star; x = not tested or not shown. The list is partial (hit frequency here may not be typical).

compound,HTRA1 inhibitor,SIAE inh,TDP2 absorb,TCR-CD3 inh,PG9 Ab binder,LEDGF integ inh,PRMT1 inh,rCAG RNA binder,NR1D1 modulator,ABHD4 inh
Cc1c(NC(=O)NC(C)N2C(=O)C3C4C=CC(C4)C3C2=O)c(=O)n(-c2ccccc2)n1C (configuration not stated),7,2,7,-4,1.7,0,-2,1,-6,1
CN(Cc1ccc(F)cc1)C(=O)c1cccc(S(=O)(=O)NCc2ccccc2)c1,-7,3,-3,1,-0.7,-1,-3,-5,-9,-1
CC(CNC(=O)c1ccc(OC2CCN(Cc3ccccn3)CC2)cc1)c1ccccc1 (configuration not stated),-6,-4,-11,3,-4.2,1,0,-10,2,-8
Cc1nc(-c2cccc(S(=O)(=O)N3CCCCC3)c2)cs1,-11,4,2,-7,-1.3,-1,8,-2,-4,5
COc1ccc(NC(=O)CN2C(=O)C3CC=CCC3C2=O)cc1Cl (configuration not stated),-1,5,5,4,-1.7,1,-3,2,-3,-2
O=S(=O)(c1cccs1)N1CN(Cc2ccccc2)c2nc3ccccc3nc21,-1,-2,-2,3,0.7,1,0,6,-5,-15
O=C(O)c1nn(CCOc2cccc(Br)c2)c(=O)c2ccccc12,-37,-15,-22,-5,-2.8,1,-3,3,0,-19
Cc1ccccc1NC(=O)Cc1nc(CCl)cs1,5,-14,-17,0,-1.4,3,10,3,-3,4
O=C(/C=C/c1ccccc1F)N1CCN(c2ccccn2)CC1,3,-1,-19,-3,-1.0,-7,2,-2,9,8
Cc1ccccc1N(CC(=O)NCC1CCCO1)C(=O)C1(C)CC(=O)N=C2C=CC=CN21 (configuration not stated),3,3,-2,2,3.3,-1,3,0,-4,1
CCCN(CC(=O)Nc1ccccc1C)C(=O)c1cnc(C)cn1,4,8,-4,3,0.4,-2,-1,-4,-1,1
CCOC(=O)N1CCN(S(=O)(=O)c2c(C)nc3scc(C)n3c2=O)CC1,2,-4,4,6,-2.0,2,0,-2,0,-5
COc1ccc(C(C)=O)cc1CSc1nnc(Nc2ccccc2)s1,-30,7,0,0,-1.4,3,-1,3,3,-20
CCN(CC(=O)NCCCn1ccnc1)S(=O)(=O)c1ccc(C)cc1,3,-9,5,-7,2.0,3,-2,-1,-4,-3
Cc1cccc(NC(=O)/C(C#N)=C/c2cccc([N+](=O)[O-])c2)n1,8,0,5,-5,0.7,-3,1,2,0,10
CCC(C)NC(=O)c1ccc(COc2ccccc2Cl)cc1 (configuration not stated),-11,6,-5,-12,2.9,1,2,-3,1,-14
Cn1cc(C(=O)O)c(-c2ccc3c(c2)OCCCO3)n1,2,9,-3,3,0.6,-3,6,2,-4,0
O=[N+]([O-])c1ccc(N2N=C(c3ccco3)CC2c2ccccc2)cc1 (configuration not stated),-3,4,-10,0,-2.5,3,17,24,-7,10
Cc1cccc2c1-c1sc(C(=O)NCCCN3CCC(C)CC3)cc1CO2,-10,-7,-3,3,1.0,-1,-4,9,-1,3
CN(C)c1ccc(S(=O)(=O)NCC(=O)OCC(=O)c2ccc[nH]2)cc1[N+](=O)[O-],3,4,-3,9,-1.7,-6,0,7,2,7
O=C(Nc1cccc([N+](=O)[O-])c1)NC1CCCCN(Cc2ccc(Cl)cc2)C1=O (configuration not stated),x,-10,-6,x,x,3,-3,3,8,7
CCCn1c(=O)n(CC(=O)NCC2CCCO2)c(=O)c2c3c(sc21)COC(C)(C)C3 (configuration not stated),-2,-1,2,11,-0.6,-1,0,-2,6,0
COc1ccc(CNC(=O)CSC(=S)N2CCCC2)cc1,-2,-4,-4,-2,-0.3,-2,3,-5,3,-6
O=C(O)c1c(-c2ccc(Cl)cc2)cn2ccccc12,25,-3,-7,3,-4.5,4,4,16,-2,-1
COc1ccc(Oc2cnn(-c3ccccc3)c(=O)c2Br)cc1,7,3,-3,8,4.6,5,-1,-4,7,-1
Cc1cc(C(=O)NC2CCCc3ccccc32)c(C)o1 (configuration not stated),-2,-2,-5,2,-2.8,-4,0,-3,-2,-2
Cc1ccc(S(=O)(=O)N2CCN(C(=O)Cn3c(=O)cnc4ccccc43)CC2)c(C)c1,5,3,-10,-5,2.1,-1,9,6,2,-13
CC(C)(C)CN1CCNC(=O)C1CC(=O)NCCN1CCCc2ccccc21 (configuration not stated),8,-1,2,-3,0.8,-1,3,-11,7,8
CC1CCCCN1C(=O)COC(=O)CNC(=O)c1ccc(Cl)cc1Cl (configuration not stated),6,6,7,6,-1.6,2,-2,-3,6,4
C[C@H]1COc2cc(N3CCN(Cc4ccccc4F)CC3)ccc2S(=O)(=O)N1,x,-1,3,2,0.9,1,-2,2,-2,2
C#CCOc1ccc(Br)cc1/C=N/O,-18,-1,12,2,-0.7,1,0,6,4,-6
O=C1NC2(CCCCCC2)N=C1c1ccc(F)cc1,8,12,-8,-1,-1.6,5,-2,0,-1,-3
N=c1ccn(O)cc1CCc1ccccc1,6,-2,-8,-2,0.8,1,-2,1,-2,-4
CC(=O)N1CCN(S(=O)(=O)c2ccc3c(c2)OCCO3)CC1,2,2,-14,-8,-2.1,2,1,0,0,-5
CC1CCCCC1NC(=O)c1ccc(NS(=O)(=O)c2ccc3[nH]c(=O)[nH]c3c2)cc1 (configuration not stated),-3,-2,-2,-2,0.4,1,5,5,4,-4
CC(C)C(C)NC(=O)COc1ccc(S(=O)(=O)N2CCOCC2)cc1[N+](=O)[O-] (configuration not stated),0,-1,6,2,1.7,-1,-2,-4,-2,3

One compound at a time, as listed above. Values in the order: HTRA1 inhibitor, SIAE inh, TDP2 absorb, TCR-CD3 inh, PG9 Ab binder, LEDGF integ inh, PRMT1 inh, rCAG RNA binder, NR1D1 modulator, ABHD4 inh
C[C@H]1COc2cc(N3CCN(Cc4ccccc4F)CC3)ccc2S(=O)(=O)N1 across the screens: x, -1, 3, 2, 0.9, 1, -2, 2, -2, 2
O=C1NC2(CCCCCC2)N=C1c1ccc(F)cc1 across the screens: 8, 12, -8, -1, -1.6, 5, -2, 0, -1, -3
Cc1cc(C(=O)NC2CCCc3ccccc32)c(C)o1 (configuration not stated) across the screens: -2, -2, -5, 2, -2.8, -4, 0, -3, -2, -2

Other compounds.
compound,HTRA1 inhibitor,SIAE inh,TDP2 absorb,TCR-CD3 inh,PG9 Ab binder,LEDGF integ inh,PRMT1 inh,rCAG RNA binder,NR1D1 modulator,ABHD4 inh
O=C(COC(=O)c1ccc2ccccc2n1)Nc1ncc(C(F)(F)F)cc1Cl,1,-5,-2,2,0.6,-1,-1,-4,5,1
CCC(C)(C)n1nnnc1C(c1ccc(OC)c(OC)c1)N1CCN(c2ccc(OC)cc2)CC1 (configuration not stated),3,4,1,-6,-1.2,3,3,-9,0,3
Cc1ccccc1NC(=O)[C@@H]1CC(=O)O[C@@H]1c1ccccc1,x,-4,4,x,x,-3,4,2,-3,1
CN(C)S(=O)(=O)N(CC(=O)Nc1ccc(F)c(F)c1)c1ccccc1,1,0,6,1,0.0,3,-2,6,0,-7
Cc1cc(C)n(C(=O)c2ccc(Cn3nc(C)c(Br)c3C)o2)n1,-13,-1,-8,-3,-0.1,-3,3,-1,-4,9
CCCC(NC(=O)CCl)c1ccccc1 (configuration not stated),1,0,4,1,-1.9,-5,4,0,7,-3
COc1ccc(CCNC(=O)CSc2nnc3ccc(-c4ccccn4)nn23)cc1OC,4,0,0,5,-0.8,-2,-2,-5,4,0
O=C(Nc1ccc(/C=C/c2nc3ccccc3o2)cc1)c1cccc(C(F)(F)F)c1,-21,-26,3,-6,1.8,4,7,11,2,-7
Cc1ccsc1-c1cc2nc(Nc3ccc(F)cc3)n(C)c(=O)c2s1,x,-1,-5,-5,2.0,-2,4,10,-6,-9
Nc1nonc1OCCOCCOCCOc1nonc1N,2,-3,2,4,-1.0,-2,3,-1,-11,6
COc1ccc(CN2CC(C(=O)NCCCN3CCOCC3)CC2=O)cc1 (configuration not stated),-1,1,5,-5,0.4,1,2,-2,-1,2
COc1cccc(/C=C2\CCC(C3CCCC3)C2=O)c1OC (configuration not stated),-13,-1,-8,3,0.1,0,-2,-4,-10,5
CCOC(=O)c1c(C)nc2c(c1-c1ccccc1)C(=O)CC(C)(C)C2,2,8,-1,5,-1.5,-1,-1,-1,1,6
CCOC(=O)CSc1nnc(CNC(=O)c2ccc(S(=O)(=O)N3CCOCC3)cc2)n1C,-1,1,-5,3,-2.0,-2,-3,-1,-3,-9
Cc1[nH]c2ccccc2c1C(c1ccccn1)c1c(C)[nH]c2ccccc12,22,0,6,5,-4.6,-3,7,2,-4,7
COc1ccc(OCC(=O)NNC(=O)C2CCC2)cc1,6,1,19,2,0.6,2,-2,2,0,3
CC1CCN(C(=O)COC(=O)c2ccc(N3CCCC3=O)cc2)CC1,2,4,5,12,-1.9,-1,-4,2,-3,1
COc1cc2c(cc1OC)CN(c1ccc3ccccc3n1)CC2,-9,-3,2,4,0.5,2,2,3,-1,-5
CC(C)N1C(=O)C2(OCCCO2)c2cc(Br)ccc21,3,3,9,-4,-1.1,-3,-3,-6,6,-1
O=C(c1cc(COc2cccc3cnccc23)on1)N1CCCC(CCCO)C1 (configuration not stated),2,0,1,-1,-0.9,2,-4,-10,-5,5
Cc1ccc(C)c(OCC(=O)O/N=C(\N)c2cccnc2)c1,-6,2,-8,3,-2.8,10,2,-1,-2,3
Cc1ccc(NC(=S)N2CCN(C(=O)c3ccccc3)CC2)c(C)c1,2,8,6,6,-0.9,-1,2,-1,0,-5
O=C(O)c1cccc(Nc2nc3ccccc3nc2NS(=O)(=O)c2ccccc2)c1,-3,3,-4,-3,0.6,-2,0,36*,-1,4
CCc1cc2c(=O)c(Oc3ccccc3F)c(C)oc2c(CN(C)C)c1O,-6,3,-17,-6,1.1,1,-4,18,0,-36
CC(NC(=O)COC(=O)c1ccc2c(c1)OCCO2)c1ccccc1 (configuration not stated),5,-3,-5,-3,0.9,-4,-2,1,8,3
COc1ccc(C(=O)NCc2nnc(SCC(=O)N3CCCCCC3)o2)cc1OC,8,-8,-23,-3,-3.2,0,-1,-3,-5,-8
COc1ccc(C(CCNCc2ccccc2F)c2ccc(F)cc2)cc1 (configuration not stated),-14,2,-14,9,-1.2,-4,-5,-4,2,12
C[C@@H]1CN([C@@H](C)CO)S(=O)(=O)c2ccc(Br)cc2O[C@@H]1CN(C)C(=O)c1ccncc1,-3,2,1,3,-0.7,4,-1,0,0,-5
CC(C)(C)c1ccc(Oc2ccc(NC(=O)C3CC=CCC3C(=O)O)cc2)cc1 (configuration not stated),-7,7,2,2,-1.0,-4,0,35*,-3,-6
O=C(O)/C=C/C(=O)Nc1ccc(S(=O)(=O)Nc2nccs2)cc1,1,-3,0,0,-1.4,-1,10,5,4,-6
O=C(O)Cc1ccc2ocnc2c1,-3,8,8,8,3.4,1,3,1,5,3
